Shiga inhibitor – A qHTS for Small Molecule Inhibitors of Shiga Toxin. Vero cells, Shiga toxin protein synthesis inhibition reporter. inhibition, % at 38.7 µM. actives 9.2% (n = 290,000). AID 2315, 2010; in the data active = inhibition mostly above about 28%, no sharp cut-off; inactive = mostly below about 43%; note: 0% is about no effect
Cycloheximide cs – Cycloheximide Counterscreen for Small Molecule Inhibitors of Shiga Toxin. cell reporter, cycloheximide protein synthesis inhibition counterscreen. max response, %. actives 12% (n = 300,000); in the data active = max response mostly above about 13%, no sharp cut-off; inactive = mostly below about 14%; note: read at 38.3 µM for the half of the compounds with a filed dose; 0% is about no effect
TbPYK inhibitor – qHTS of Trypanosoma Brucei Inhibitors | actives 0.12% (n = 410,000) | TbPYK enzyme, Kinase-Glo Plus ATP luminescence, 45 min | Potency, µM (top dose mostly 76.8 µM), for inactives: top-dose activity, negative = inhibition, most hits filed as inhibitors | pyruvate kinase (Trypanosoma brucei), Q57TT1; note: potency is the fitted concentration of half-maximal effect; % is set by controls: 0 for no effect and ±100 for the full control effect; nearly all actives have a fitted effect of over 50% in size
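TbPYK + substrate in 50 mM TEA pH 7.2, 100 mM KCl, 10 mM MgCl2, 0.05% BSA, 0.01% Tween-20; cpd pinned; ADP 130 uM final; 45 min RT; Kinase-Glo Plus 10 min; luminescence endpoint.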
Pf growth 48h – Primary qHTS for delayed death inhibitors of the malarial parasite plastid, 48 hour incubation; P. falciparum luciferase growth in erythrocytes, 48 h; Potency, µM (titrated, usually from 28.7 µM), for inactives: at the highest dose activity change, negative = inhibition, usual class: inhibitors; actives 5.9% (n = 310,000); AID 504832, 2011; note: potency is the fitted concentration of half-maximal effect; % is set by controls: 0 for no effect and ±100 for the full control effect
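In quantitative HTS format, infected erythrocytes bearing luciferase-reporter parasites were treated for a single generation at 37 C. Luminescence after adding detection reagent served as the growth measure.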
AmpC inh no detg – qHTS Inhibitors of AmpC Beta-Lactamase (assay without detergent). P00811. Potency, µM (highest dose often 57.1 µM), without a hit: top-dose activity change, negative = inhibition, usual class: inhibitors. AmpC nitrocefin hydrolysis, absorbance 480 nm, 0.0001% Triton. actives 0.52% (n = 330,000). AID 485341, 2010;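 note: potency is the fitted concentration of half-maximal effect; plate controls were no compound for no effect and no enzyme for full effect; nearly all actives have a fitted effect of over 20% in size; some results filed as inactive show a strong effect at the top dose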
Target sequence (P00811 whole entry, looked up): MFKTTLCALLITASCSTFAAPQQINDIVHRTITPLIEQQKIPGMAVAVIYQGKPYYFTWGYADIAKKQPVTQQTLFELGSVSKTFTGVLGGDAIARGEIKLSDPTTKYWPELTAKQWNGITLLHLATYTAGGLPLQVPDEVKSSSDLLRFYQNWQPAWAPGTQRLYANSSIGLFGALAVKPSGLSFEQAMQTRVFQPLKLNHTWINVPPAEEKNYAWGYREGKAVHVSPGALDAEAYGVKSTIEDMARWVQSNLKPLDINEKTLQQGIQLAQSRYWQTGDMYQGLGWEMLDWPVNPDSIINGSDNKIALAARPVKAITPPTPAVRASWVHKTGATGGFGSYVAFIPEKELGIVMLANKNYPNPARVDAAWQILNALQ
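AmpC (5.3 nM in the dispensed reagent) in 20 mM phosphate pH 7.0 with 0.01% (detergent screen) or 0.0001% Triton X-100 was preincubated with compounds for 15 min at room temperature. Nitrocefin was then added from an 800 uM solution, and hydrolysis was followed at 480 nm.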
Pf growth 96h – Primary qHTS for delayed death inhibitors of the malarial parasite plastid, 96 hour incubation. Potency, µM (top dose mostly 28.7 µM), inactives show at the top dose activity change, negative = inhibition, most hits filed as inhibitors. actives 6.9% (n = 320,000). AID 504834, 2011. P. falciparum luciferase reporter growth, 96 h; note: potency is the fitted concentration of half-maximal effect; % is set by controls: 0 for no effect and ±100 for the full control effect
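Infected RBCs, 2% Hct / 0.05% parasitemia final; luciferase-reporter P. falciparum; cpd 96 h, 37 C, 5% CO2; luciferase detection reagent; luminescence.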
LmPK inhibitor – qHTS Assay for Inhibitors of Leishmania Mexicana Pyruvate Kinase (LmPK); Q27686; purified LmPK, Kinase-Glo ATP luminescence, 1 h; Potency, µM (doses to about 57.5 µM), for inactives: at the highest dose activity change, negative = inhibition, most hits filed as inhibitors; actives 0.37% (n = 290,000); note: potency is the fitted concentration of half-maximal effect; % is set by controls: 0 for no effect and ±100 for the full control effect
Target sequence (Q27686 whole entry, looked up): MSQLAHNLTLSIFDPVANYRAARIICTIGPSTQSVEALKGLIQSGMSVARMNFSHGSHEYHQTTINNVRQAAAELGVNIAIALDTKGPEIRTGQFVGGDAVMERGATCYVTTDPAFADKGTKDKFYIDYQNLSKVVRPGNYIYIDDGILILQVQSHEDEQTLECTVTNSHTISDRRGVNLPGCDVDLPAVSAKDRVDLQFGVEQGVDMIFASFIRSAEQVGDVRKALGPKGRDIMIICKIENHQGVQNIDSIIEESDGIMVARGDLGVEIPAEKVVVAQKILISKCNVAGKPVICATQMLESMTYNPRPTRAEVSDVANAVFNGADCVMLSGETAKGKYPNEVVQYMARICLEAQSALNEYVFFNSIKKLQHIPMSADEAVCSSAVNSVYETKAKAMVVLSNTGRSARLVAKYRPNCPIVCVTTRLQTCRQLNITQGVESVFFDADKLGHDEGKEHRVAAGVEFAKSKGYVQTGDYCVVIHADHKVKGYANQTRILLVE
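Screened at intermediate enzyme activity to detect both inhibitors and activators: LmPK at 0.1 nM, with a 0.5 nM enzyme column as activation reference. PEP 0.5 mM, ADP 0.1 mM; ATP detected by luminescence after 1 h.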
Starred values were filed as active, the others as inactive; u = inconclusive; x = not tested or not shown; [ ] = dose if it differs, or a comment. Unless noted, calls come from the whole dose curve; as a rule, active = well fitted curve in the direction sought with a large enough effect; inconclusive = small, poorly fitted or top-dose-only effect, or another doubt; inactive = no such curve, though single readings can be large; an effect the other way counts as inactive or inconclusive.

Values in the order – Shiga inhibitor	Cycloheximide cs	TbPYK inhibitor	Pf growth 48h	AmpC inh no detg	Pf growth 96h	LmPK inhibitor
> Cc1ccc(/C=C/C(=O)OCC(=O)NCCN2C(=O)CSC2=O)o1
    10	-1	4%	12%	-20%	34%[activator]	9%
> Cc1ccc(-c2csc(N(Cc3ccco3)C(=O)c3cccs3)n2)cc1
    19	17*	3%	x	-22%	16%	-4%
> O=C(NC1CC1)C1CCN(C2CCN(C(=O)c3ccc4cccc(F)c4n3)CC2)CC1
    19	-4	-2%	2%	-19%	0%	0%
> Clc1ccc(C2[C@H]3CN(Cc4ccc(-c5ccccc5)cc4)[C@H](c4ccccc4)C34CC2(c2cccnc2)C4)cn1 (stereo partly drawn)
    3	2	x	3.3µM*	-14%	2.3µM*	4%
> CCc1c(C)sc(NC(NC(C)=O)(C(=O)OC)C(F)(F)F)c1C#N (stereo not drawn)
    2	-6	6%	-5%	-8%	u	2%
> CCOC(=O)C1=C(C)NC2=C(C(=O)CC(C)(C)C2)C1c1coc2ccccc2c1=O (stereo not drawn)
    -45	-2	-24%	u	6%	-9%	1%
> C=CCN(CC(=O)NC1CCS(=O)(=O)C1)S(=O)(=O)c1ccccc1C(F)(F)F (stereo not drawn)
    -11	-1	-4%	-5%	-8%	-4%	7%
> COc1ccc(C(=O)NCCCNC(=O)c2ccccn2)cc1
    -1	-3	1%	-3%	-14%	-6%	-6%
> Cc1cc(C(=O)COC(=O)c2ccc(NC(=O)CC#N)cc2)c(C)n1C1CC1
    x	x	-3%	44%[activator]	-50%	93%[activator]	x
> CC(NC(=O)c1ccc(OC2CCN(C(=O)c3cccnc3)CC2)cc1)C1CC1 (stereo not drawn)
    -8	-3	-3%	18%	2%	12µM*	7%
> Cc1nnc(C)n1/N=C/c1cccc([N+](=O)[O-])c1
    -15	-3	0%	-4%	-14%	-5%	3%
> Cc1ccc(N)cc1O
    x	x	0%	u	-20%	u	x
> CC(C)Oc1ccccc1C1CC(=O)Nc2c1c(=O)n(C)c(=O)n2C (stereo not drawn)
    -7	-5	x	x	-8%	u	15%
> Cc1ccsc1/C=C/c1ccc2ccccc2n1
    67*	28*	-1%	-54%	-29%	175%[activator]	u
> CCCCn1c(=O)c2c(c3ccccc31)OCC(=O)N2
    -7	-4	x	26%	-17%	-15%	3%
> COC(=O)c1ccccc1OCCCOc1ccc(C)cc1OC
    46	16	x	85%[activator]	42%	78%[activator]	0%
> COc1ccc([C@@H]2CC=C(C(=O)O)[C@H](c3ccc(Cl)cc3)N2S(=O)(=O)c2ccc(C)cc2)cc1OC
    x	x	-1%	u	-15%	13µM*	x
> O=C(NCc1ccc(F)cc1)c1ccc(N2CCc3ccccc32)c([N+](=O)[O-])c1
    -14	8	3%	u	-47%	u	-8%
> CCN(CC)S(=O)(=O)c1ccc(N2CCOCC2)c(NC(=O)CNCCc2ccccc2)c1
    -5	0	19%	u	135%[activator]	u	-2%
> Cc1cccn2c(=O)nc(SCC(=O)NCc3ccc(F)cc3)nc12
    x	x	1%	-26%	0%	6%	x
> CC(=O)N1c2ccccc2C2(C)C(C1(C)C)C2(Cl)Cl (stereo not drawn)
    4	-1	1%	44%[activator]	34%	-15%	2%
> CCOc1ccc(N2CC(C(=O)NCc3ccccn3)CC2=O)cc1 (stereo not drawn)
    -7	-12	3%	-1%	-2%	1%	-1%
> CC(C)CC(=O)NS(=O)(=O)c1ccc(NS(C)(=O)=O)cc1
    10	1	-2%	4%	-2%	24%	5%
> CCOC(=O)N1CCN(CC(=O)Nc2ccc(C)cc2)CC1
    -9	1	1%	-4%	x	-1%	6%
> Cc1cccc(NC(=O)N2CCCC(CNC(=O)c3ccccc3Cl)C2)c1C (stereo not drawn)
    23	7	1%	3%	-3%	u	5%
> CC(=O)c1ccc(N2CCN(C(=S)Nc3ccc(Cl)c(Cl)c3)CC2)cc1
    -2	7	-6%	14%	-33%	21%	11%[11.5 µM]
> Cc1ccc(-c2nc3sc(C#N)c(N)n3c(=O)c2C#N)cc1
    23	-2	-11%	51%[activator]	-27%	110%[activator]	1%
> COc1ccccc1N(C(=O)c1ccco1)C(C(=O)NC1CCCC1)c1cccnc1 (stereo not drawn)
    -28	-4	-7%	-6%	-22%	u	3%
> COc1ccc(NC(=S)NC2CC3CCC(C2)N3Cc2ccco2)cc1 (stereo not drawn)
    -3	-1	5%	5%	0%	-3%	8%
> O=C(COC(=O)C1=COCCO1)NC1CCCCCCC1
    46*	29*	3%	108%[activator]	-14%	15%	-12%
> CCN(C(=O)[C@@H]1CCCN1C(=O)c1cccs1)c1nc2cc(Cl)ccc2s1
    9	18*	1%	11%	141%[activator]	1%	0%
> CC(=O)NC(Cc1c[nH]c2ccccc12)C(=O)NCCc1ccccn1 (stereo not drawn)
    2	-4	2%	21%	3%	24%	-1%
> Cn1c(O)c(/C=N/NC(=O)c2cc3ccccc3cc2O)c2ccccc21
    80*	21	3%	u	-35%	u	7%
> Cc1ccccc1CS(=O)(=O)c1nnc([C@H](CC(C)C)NC(=O)OC(C)(C)C)o1
    30	21	-25%	51%[activator]	u	4%	5%
> S=C(NC1CCCC1)N1CCN(c2ncccn2)CC1
    34	-2	2%	21%	1%	-5%	3%
> CCOC(=O)c1c(CC(C)C)csc1NC(=O)COC(=O)c1ccc(O)cc1
    x	x	-2%	u	-38%	9.3µM*	x
> O=C(c1cccc(C(=O)N2CCN(c3ccccc3F)CC2)n1)N1CCN(c2ccccc2F)CC1
    -12	-4	7%	-26%	164%[activator]	x	3%
> O=C(NC1CCN(S(=O)(=O)c2ccccc2F)CC1)c1ccco1
    33	-3	-14%	16%	-9%	4%	-5%
> COCCNC(=S)NCCCNc1nc2cc3c(cc2cc1C#N)OCO3
    31	9	-4%	u	29%	-29%	13%
> N#CCC(=N)N1CCN(c2ccc(Cl)cc2)CC1
    18	-1	-6%	u	u	-23%	1%
> Cc1ccccc1N(CC(=O)NC1CCCCC1)C(=O)CCCC(=O)Nc1ccccn1
    15	-4	-1%	-29%	32%	49%[activator]	10%
> CCOc1ccc2nc(SCC(=O)N3CCN(C(=O)c4ccco4)CC3)sc2c1
    -22	1	-11%	0%	60%	x	2%
> CCN(CC)C(=O)Cn1c(C)c(/C=C/c2cc[n+](C)cc2)c2ccccc21
    -12	2	-6%	1.7µM*	-5%	u	0%
> O=C(CSc1nnc(-c2ccco2)o1)Nc1c(F)cccc1F
    x	x	-1%	23%	-10%	1%	x
> O=C(C1=C[C@H](c2ccc(Br)cc2)C[C@H](OCc2ccc(CO)cc2)O1)N1CCN(Cc2ccc3c(c2)OCO3)CC1
    -4	-4	1%	u	70%[activator]	7.4µM*	8%
> C#CCN(C(=O)c1cc(COc2ccc(C)c(C)c2)on1)C1CCCCC1
    66	1	-3%	u	-8%	u	0%
> O=C(CN1CCOCC1)Nc1cccc(S(=O)(=O)N2CCCCCC2)c1
    -12	-1	-1%	20%	29%	25%	-2%
> CCc1nc(SCC(=O)N2c3ccccc3Sc3ccccc32)c2ccccc2n1
    -11	0	-2%	u	-16%	u	-1%
> Cn1c(=O)c2[nH]c(Nc3ccccc3)nc2n(C)c1=O
    1	-1	-6%	-5%	-26%	u	-3%
> COc1ccc(-c2ccc([C@H]3[C@H]4C=CC[C@@H](C)[C@@H]4C(=O)N3Cc3ccccc3)c(F)c2)cc1OC
    -7	1	-2%	u	168%[activator]	u	4%
> FC(F)Oc1ccc(NC(=S)NC2CCSc3ccccc32)cc1 (stereo not drawn)
    8	7	-5%	2%	-6%	-23%	-12%
> COc1ccccc1N1CCN(C(=O)C(=O)c2c(C)n(C)c3ccccc23)CC1
    12	15	0%	u	146%[activator]	-19%	0%
> C=CCSc1nc(N)c(C#N)c(-c2ccccc2)c1C#N
    -10	-6	6%	8%	-19%	17%	8%
> Cc1ccc(NC(=O)CN(c2ccc3c(c2)OCO3)S(=O)(=O)c2c(C)n[nH]c2C)cc1
    9	-2	-3%	-10%	-30%	22%	2%
> COc1ccc(-c2nnn(Cc3nc(N)nc(N4CCCCC4)n3)n2)cc1
    -5	-4	-5%	u	33%	11%	2%
> COc1ccc(NC2CCCN(C(=O)CCN3Cc4ccccc4C3=O)C2)cc1 (stereo not drawn)
    9	14	0%	10%	4%	8.3µM*	-4%
> COC(=O)c1ccnc(SCC(=O)c2ccccc2)c1
    79*	43*	-11%	43%[activator]	-25%	47%	-30%
> O=C(c1ccco1)N(CCCN1CCOCC1)c1nc(-c2ccc(Cl)cc2)cs1
    -3	1	5%	u	215%[activator]	30%	0%
> Cc1ccccc1C(=O)OC1OC(=O)C(Cl)=C1Nc1ccc(C(=O)O)cc1 (stereo not drawn)
    16	-3	-29%	u	1.1µM*	-3%	3%
> O=C(NN1C(=O)c2ccccc2NC1c1ccc([N+](=O)[O-])o1)c1ccccc1 (stereo not drawn)
    11	1	-2%	7%	-32%	u	13%

Remaining list, next part
Values in the order – Shiga inhibitor	Cycloheximide cs	TbPYK inhibitor	Pf growth 48h	AmpC inh no detg	Pf growth 96h	LmPK inhibitor
> CCOc1ccccc1NC(=O)Cn1c(=O)n(CCC(=O)NC2CCCC2)c(=O)c2ccccc21
    -14	-3	x	x	-14%	u	2%
> Cc1ccc(S(=O)(=O)NC(CCc2ccccc2)CC(=O)C(C)(C)C)cc1 (stereo not drawn)
    -12	1	4%	u	21%	u	2%
> O=C1CCCCC1C(O)c1ccc(Cl)cc1 (stereo not drawn)
    -5	-3	x	16%	-23%	0%	-5%
> CCn1c2ccccc2c2nnc(SCC(=O)Nc3c(C)n(C)n(-c4ccccc4)c3=O)nc21
    -26	-4	-2%	u	-10%	12µM*	-2%
> O=C(Cc1ccccc1)Nc1nc2ccccc2s1
    49*	26*	3%	168%[activator]	-26%	-20%	4%
> NC(=O)CN1N=C(c2cc(Cl)sc2Cl)CSC1=O
    10	-2	-1%	-7%	-25%	19%	3%
> CCN(CC)S(=O)(=O)c1cccc(NC(=O)COC(=O)C2=COCCO2)c1
    x	x	2%	-20%	-33%	-29%	x
> O=C1/C(=C/c2cccs2)SC(=S)N1C1CCS(=O)(=O)C1 (stereo not drawn)
    -16	-1	-13%	u	-34%	-42%	-3%
> Cc1cc(NC(=O)CSCC(=O)N(C)Cc2c(F)cccc2Cl)no1
    x	x	6%	u	-3%	u	x

Looked up by compound from the list above:
Values in the order – Shiga inhibitor	Cycloheximide cs	TbPYK inhibitor	Pf growth 48h	AmpC inh no detg	Pf growth 96h	LmPK inhibitor
> CCN(CC)S(=O)(=O)c1cccc(NC(=O)COC(=O)C2=COCCO2)c1
    x	x	2%	-20%	-33%	-29%	x
> Cc1ccc(S(=O)(=O)NC(CCc2ccccc2)CC(=O)C(C)(C)C)cc1 (stereo not drawn)
    -12	1	4%	u	21%	u	2%

Assay outcomes deposited in PubChem BioAssay by National Center for Advancing Translational Sciences (NCATS).

Random draw from the library; overall some 22% were active at least once.
